# FXN GAA850 act: FXN promoter activators, primary screen, cell-based, luciferase luminescence, HEK293 lucGAA850 | HEK293 lucGAA850 FXN promoter luciferase reporter, 24 h; percent of 10 µM SAHA response | activation, % at 6 µM | AID 540364, 2011 | hit rate 0.56% among 360,000;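 active = activation above the average of all compounds screened plus 3 SD, cutoff fixed separately per campaign, cut at about 7.5% in these data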;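 note: 0% = DMSO wells and 100% = 10 µM SAHA wells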
# ADAM10 inh: human ADAM10 inhibitors, primary screen, biochemical, QFRET, HTS | inhibition, % at 7 µM | hit rate 0.62% among 370,000 | AID 720582, 2013 | recombinant ADAM10, EDANS/DABCYL FRET peptide cleavage, 3 h;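 active = inhibition above a per-campaign cutoff equal to the mean of compounds falling between control-based bounds plus 3 SD, cut at about 20% in these data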;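 note: 0% = DMSO wells while the 100% control is not disclosed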
# Target sequence (O14672 214-748 limits assumed): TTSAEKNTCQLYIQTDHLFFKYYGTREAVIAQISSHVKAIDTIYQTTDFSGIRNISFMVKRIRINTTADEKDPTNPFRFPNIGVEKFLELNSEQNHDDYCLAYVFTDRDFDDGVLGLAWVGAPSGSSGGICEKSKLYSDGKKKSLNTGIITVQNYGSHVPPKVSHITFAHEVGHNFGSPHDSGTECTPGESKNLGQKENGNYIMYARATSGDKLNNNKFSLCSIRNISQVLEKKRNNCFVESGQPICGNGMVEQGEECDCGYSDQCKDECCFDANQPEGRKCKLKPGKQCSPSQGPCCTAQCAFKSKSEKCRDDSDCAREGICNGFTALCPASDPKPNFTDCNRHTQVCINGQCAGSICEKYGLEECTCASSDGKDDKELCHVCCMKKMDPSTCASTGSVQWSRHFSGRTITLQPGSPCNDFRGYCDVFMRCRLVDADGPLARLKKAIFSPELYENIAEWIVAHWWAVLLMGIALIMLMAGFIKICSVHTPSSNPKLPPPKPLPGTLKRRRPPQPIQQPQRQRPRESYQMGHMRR
# rCAG RNA binder: binders of r(CAG) RNA repeats, primary screen, biochemical, fluorescence. r(CAG) RNA repeat, TO-PRO-1 dye displacement fluorescence. inhibition, % at 3 µM. hit rate 1.3% among 370,000;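 active = inhibition above the plate cutoff, the mean of all test compounds on that plate plus 3 SD, cut at about 35% in these data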;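 note: 0% = DMSO alone and 100% = 100 µM mitoxantrone as full dye displacement; higher means more dye released from RNA so lower well fluorescence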
# proKLK7 act: proKLK7 zymogen activators, primary screen, biochemical, fluorescence intensity. Kallikrein-7 (Homo sapiens), P49862. purified proKLK7, EDANS-DABCYL substrate fluorescence; 100% is mature enzyme control, 0% vehicle. activation, % at 7 µM. hit rate 0.9% among 370,000. AID 652039, 2013;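 active = activation above the mean of all tested compounds plus 3 SD, computed per campaign excluding outliers beyond control limits, cut at about 13% in these data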
# Target sequence (P49862 whole entry, looked up): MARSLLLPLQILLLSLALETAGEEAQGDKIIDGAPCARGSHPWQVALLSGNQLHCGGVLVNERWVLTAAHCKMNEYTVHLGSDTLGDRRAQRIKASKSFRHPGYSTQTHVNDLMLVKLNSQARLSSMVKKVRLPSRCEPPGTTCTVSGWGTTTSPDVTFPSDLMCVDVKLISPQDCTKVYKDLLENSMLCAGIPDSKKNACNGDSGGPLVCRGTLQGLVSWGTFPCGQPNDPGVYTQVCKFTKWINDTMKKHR
# ASAP1 GAP inh: inhibitors of human ASAP1 ArfGAP activity, primary screen, biochemical, fluorescence polarization; inhibition, % at 16.5 µM; Arf-GAP with SH3 domain, ANK repeat and PH domain-containing protein 1 (Homo sapiens), …; AID 624377, 2012; ASAP1-stimulated ARF1 GTP hydrolysis, GDP FP detection; hit rate 0.19% among 360,000; in the data active = inhibition above about 25%;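 note: 0% = vehicle with enzyme and substrate and 100% = no enzyme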
# GC-B act: human GC-B receptor activators, primary screen, HEK293 GC-B cells, cGMP TR-FRET, EC30 CNP; 0% at EC30 CNP, 100% saturating CNP; Atrial natriuretic peptide receptor 2 (Homo sapiens), P20594; activation, % at 10 µM; hit rate 0.11% among 370,000; AID 1920062, 2024;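 active = activation at 10 µM reaching about 35% in either raw or pattern-adjusted values, limit read from the data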
# Tn6 DDE FP: inhibitors of Tn6 peptide binding to fibrin DD(E), primary screen, biochemical, fluorescence polarization, human fibrin, Tn6 probe | Fibrinogen beta chain (Homo sapiens), P02675 | Fibrin DD(E) TRITC-Tn6 fluorescence polarization displacement | inhibition, % at 8.3 µM | hit rate 0.21% among 370,000 | AID 720509, 2013;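 active = inhibition above a per-campaign cutoff: mean of compounds within control limits plus 3 SD, cut at about 15% in these data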;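 note: 0% = median of all compound wells on the plate and 100% = blocking peptide control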
# NPR1 activator: GC-A stimulated cGMP production enhancers – HEK293 GC-A cells, cGMP TR-FRET, EC30 ANP, primary screen; AID 1671463, 2021; activation, % at 10 µM; hit rate 0.14% among 370,000; Atrial natriuretic peptide receptor 1 (Homo sapiens), P16066; 0% at EC30 ANP, 100% saturating ANP; in the data active = activation above about 40%
# ARFGAP1 inh: inhibitors of rat ARFGAP1 GAP activity, primary screen, biochemical, fluorescence polarization, GDP tracer; ADP-ribosylation factor GTPase-activating protein 1 (Rattus norvegicus), Q62848; Arfgap1-stimulated ARF1 GTP hydrolysis, GDP FP detection; inhibition, % at 16.5 µM; hit rate 0.26% among 360,000; AID 651572, 2012;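 active = inhibition above a per-plate limit, mean inhibition of low control wells plus 3 SD, cut at about 25% in these data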;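 note: 0% = DMSO wells with enzyme and 100% = wells lacking Arfgap1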
# Target sequence (Q62848 1-136 limits assumed): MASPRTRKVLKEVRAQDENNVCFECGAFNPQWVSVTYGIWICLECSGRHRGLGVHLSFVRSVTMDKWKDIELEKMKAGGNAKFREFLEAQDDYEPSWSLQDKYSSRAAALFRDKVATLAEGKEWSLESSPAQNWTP
#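 Replicates: Single well per compound | Assay system: Truncated rat Arfgap1 GAP domain | Control set: No-Arfgap1 wells (100%) versus DMSO full-reaction wells (0%) | Times: Enzyme reaction 120 min at 25 °C after 20 min preincubation | Reagent: Human ARF1(Δ1-17)-GTP substrate | Measured by: Tracer-displacement fluorescence polarization with EDTA stop, 620/688 nm | Measure: Percent inhibition of Arfgap1-stimulated GTP hydrolysis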
# HGIII-sPLA2 inh: human group III sPLA2 inhibitors, primary screen, biochemical, QFRET, BODIPY PC-A2 liposome substrate | hit rate 0.56% among 370,000 | inhibition, % at 12.2 µM | QFRET BODIPY PC-A2 liposome hydrolysis, fluorescence | Group 3 secretory phospholipase A2 (Homo sapiens), Q9NZ20;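 active = inhibition above mean plus 3 SD of compounds lying within the high and low control bounds, cut at about 19% in these data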;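 note: 0% = median of test compound wells and 100% = no enzyme DMSO wells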
# An asterisk follows results filed as active; i = inactive; · = no result given.
# Results follow in this order: FXN GAA850 act	ADAM10 inh	rCAG RNA binder	proKLK7 act	ASAP1 GAP inh	GC-B act	Tn6 DDE FP	NPR1 activator	ARFGAP1 inh	HGIII-sPLA2 inh
O=[N+]([O-])c1ccccc1SN(Cc1ccccc1)c1ccccn1
→ 1.4	-15	0	0.5	8	-3	-8	-2	9	8
Cc1ccc(SCCN2CCN(C)CCC2=O)cc1
→ 0.7	11	-5	-0.1	-1	0	2	1	6	2
CC(C)(C)NC(=O)CSc1nc(O)cc(=O)[nH]1
→ 0.6	0	3	0.1	-15	5	-9	1	-8	18
CCOC(=O)C(NCc1ccc2c(c1)OCO2)(NC(=O)CC)C(F)(F)F (stereo not given)
→ 1.3	-1	-5	0.4	7	1	-6	3	9	5
CN(Cc1cccnc1)C(=O)c1cc(COc2ccc3c(c2)CCCC3)on1
→ 3.3	9	-4	0.1	5	0	-2	2	11	-16
COc1ccccc1NC(=O)C1=C(C)Nc2ncnn2C1c1ccccc1C (stereo not given)
→ 0.0	-71	-4	0.3	9	-18	-5	-17	1	3
COc1ccc(S(=O)(=O)N2CCOCC2)cc1NC(=O)C1COc2ccccc2O1 (stereo not given)
→ 1.8	4	1	0.4	9	5	7	2	7	-6
CCC(=O)Nc1cc(-c2nn(C)c(=O)c3ccccc23)ccc1N1CCCCC1
→ -0.1	6	0	0.5	8	2	-7	5	-7	4
CC(NC(=O)Cn1cc([N+](=O)[O-])cn1)c1ccc(C(C)(C)C)cc1 (stereo not given)
→ 0.3	3	2	0.0	0	6	-2	0	17	-3
COC(=O)c1ccc2nc(-c3ccco3)c(Cc3ccc(OC)cc3C)n2c1
→ ·	-8	25	0.1	-9	4	-3	3	1	-1
NC(=O)c1ccc(Oc2ccc(Cl)cc2)c([N+](=O)[O-])c1
→ 0.2	6	0	-0.3	4	0	-6	13	6	0
O=C(CCNC(=O)c1ccc(Cl)cc1)Nc1c(F)c(F)cc(F)c1F
→ 3.1	0	-1	-0.1	10	0	-1	-1	4	-4
Cc1occc1-c1n[nH]c(=S)n1-c1ccccc1
→ -0.5	-2	1	0.2	4	1	5	2	9	6
O=C1Nc2ccccc2N=C(c2ccc3c(c2)OCO3)C1N(C(=O)c1ccnc2ccccc12)c1ccccc1 (stereo not given)
→ ·	7	14	-0.9	-3	-8	4	-9	-3	-16
O=C(CSCc1ccccc1)Nc1ccc(F)c(F)c1
→ 1.8	5	4	0.0	3	5	-1	-2	6	7
COC(=O)C(C#N)C(=C1C(=O)CC(C)(C)CC1=O)c1ccc(O)cc1 (stereo not given)
→ -2.1	3	1	0.2	9	5	-6	-1	-2	0
O=C(OCC(=O)N1CCc2ccccc21)C1CCCN1S(=O)(=O)c1ccc(Cl)cc1 (stereo not given)
→ -0.7	-6	2	0.5	1	1	6	1	3	-8
O=C(Nc1cccc(Br)c1)c1cc(=O)c2ccccc2o1
→ 2.5	-10	1	-0.2	7	-3	-4	-1	-2	4
CCN1CCN(S(=O)(=O)c2ccc(C(=O)Nc3sc4c(c3C(N)=O)CCN(CC)C4)cc2)CC1
→ 0.9	-27	-1	0.2	-3	0	-13	0	16	-12
Cc1ccc(NC(=O)CN2C(=O)COc3ccc(S(=O)(=O)N4CCCC4)cc32)c(C)c1
→ -0.8	5	0	-0.1	-2	0	4	1	6	-2
COc1ccc(S(=O)(=O)N2CCC(C(=O)N3CCCC3)CC2)cc1
→ -1.4	2	-4	0.6	18	2	-7	-2	2	-3
C=CCN1C(=O)/C(=C/c2ccc(OCC(=O)O)cc2)S/C1=N/c1nccs1
→ 3.5	2	56*	0.1	-16	2	4	0	2	-11
COCc1nnc(NC(=O)C2CC(=O)N(C3CCCCC3)C2)s1 (stereo not given)
→ -1.2	-2	-5	-0.1	5	4	1	2	-9	6
COCCNC(=O)c1ccc(CS(=O)(=O)c2cccc(C(F)(F)F)c2)o1
→ -1.2	-1	-2	-0.2	3	4	-7	0	2	-8
NC(=O)C1CC(=O)N(c2ccc(OCc3ccccc3Cl)cc2)C1 (stereo not given)
→ 2.5	-1	-4	-0.2	2	-2	4	16	-8	9
CC(C)CN(CC(C)C)C(=O)CS(=O)(=O)Cc1ccccc1
→ -1.1	-1	1	0.2	0	6	2	2	-3	-11
Cn1c(=O)c2c(nc(NCc3cccnc3)n2Cc2ccccc2Cl)n(C)c1=O
→ 0.7	-12	-4	-0.3	-8	0	5	3	5	14
CC(Sc1nc2ccccc2n1C)C(=O)Nc1ccc(N2CCOCC2)cc1 (stereo not given)
→ 0.9	-1	-3	1.2	1	0	8	-6	9	-1
Cc1cc(C(=O)CSc2n[nH]c(N)n2)c(C)n1-c1ccc2c(c1)OCO2
→ 4.9	-1	9	-0.3	5	8	5	4	-7	-6
N#C/C(=C\C=C\c1ccccc1[N+](=O)[O-])c1nc(-c2ccc3c(c2)OCO3)cs1
→ -0.2	-6	7	-0.1	-8	-3	-2	5	7	1

# Following part:
Compound	FXN GAA850 act	ADAM10 inh	rCAG RNA binder	proKLK7 act	ASAP1 GAP inh	GC-B act	Tn6 DDE FP	NPR1 activator	ARFGAP1 inh	HGIII-sPLA2 inh
COC(=O)c1ccc(C(=O)N2CCCC(Nc3ccc(F)c(F)c3)C2)cc1 (stereo not given)	1.8	10	-5	-0.1	-6	-8	9	1	-2	-3
O=C(CCC1CCCC1)NCCS(=O)(=O)N1CCN(c2ccccc2)CC1	0.2	1	0	0.5	2	-6	4	-1	3	-6
COCCNC(=O)C(=O)Nc1ccc(Br)cc1	2.4	0	-2	-0.3	-1	-3	2	5	3	0
COc1ccc(N2CCN(C(=O)c3cc4c(C)nc5ccccc5c4o3)CC2)cc1	-1.0	11	-5	0.1	15	10	-3	5	3	-2
CCc1ccc(-c2ccc3nnc(SCC(N)=O)n3n2)cc1	0.0	-111	0	2.7	3	2	-1	4	11	-4
Cc1ccc(S(=O)(=O)N2CCN(CC(=O)NCC3(N4CCOCC4)CCCCC3)CC2)cc1	0.8	-8	-3	0.3	-1	1	8	-1	11	1
CCCCSCCCNC(=O)c1cn(C)c2ccc(S(=O)(=O)N3CCCC3)cc2c1=O	1.1	-7	-2	1.2	-9	-4	4	-1	-5	1
COc1cccc(NC(=O)Cc2nnc(SCC(=O)NC3CCCC3)n2C)c1	0.7	-6	-2	-0.5	-2	-2	3	-5	8	4
CCc1nnc(NS(=O)(=O)c2ccc(NC(=O)c3cccc(OC)c3)cc2)s1	1.1	7	39*	0.3	10	1	5	0	0	-33
COc1ccccc1-c1nc2n(n1)C(c1ccccc1Cl)C(C(N)=O)=C(C)N2 (stereo not given)	0.2	-32	1	0.1	4	0	-2	6	12	2
CCCNC(=S)N1CCN(c2nc(-c3cccc(OC)c3)cs2)CC1	-0.1	6	0	0.5	14	5	-2	1	6	15
Cn1c2ccc(F)cc2c2ncn(CC3CCCO3)c(=O)c21 (stereo not given)	1.8	-149	-3	2.1	-3	2	-9	2	7	21*
CCCc1c2ccccc2nc2ccccc12	2.5	i	2	-2.1	4	8	-4	-1	-3	1
CCCC/C=C1\CCc2c([nH]c3ccccc23)C1=O	2.6	-16	4	-2.8	14	2	-8	3	11	2
O=C(Nc1ccn(-c2ccccc2)n1)c1ccc(S(=O)(=O)N2CCCCCC2)cc1	-0.3	9	1	-0.2	13	-2	-6	3	4	1
COCCNC(=O)c1ccccc1NC(=O)CCSc1ccccc1	4.1	-3	-4	0.1	-13	0	-3	0	-18	1
CCCCn1c(N)c(N(CCOC)C(=O)C2CC(=O)N(c3ccc(CC)cc3)C2)c(=O)[nH]c1=O (stereo not given)	-1.4	-7	1	-0.4	6	1	-3	1	-9	2
Cc1nc(-c2cccc(C(F)(F)F)c2)sc1C(=O)O	2.7	-2	2	0.4	-9	1	-1	-1	-2	-2
CCCCCC(=O)N/N=C/c1ccco1	3.9	2	1	0.1	-4	2	-2	3	16	1
CCOC(=O)N1CCN(C(=O)c2ccc3oc(CCCc4ccccc4)nc3c2)CC1	3.1	-4	-11	0.0	4	2	9	0	-1	-19
CCOc1ccc(Oc2ccccc2NS(=O)(=O)c2ccc(CCC(=O)O)cc2)cc1	-1.4	-12	29	-0.3	10	-1	-3	-2	9	1
O=C(NC(Nc1nc2ccc([N+](=O)[O-])cc2s1)(C(F)(F)F)C(F)(F)F)c1ccccc1Cl	-13	16	21	0.1	1	8	-4	10	-2	-76
CN1C(=O)C(=O)/C(=C(/O)c2ccccc2)C1c1ccccc1 (stereo not given)	0.2	16	0	0.0	4	5	-4	2	6	3

# Quoted at random: five entries already listed.
Compound	FXN GAA850 act	ADAM10 inh	rCAG RNA binder	proKLK7 act	ASAP1 GAP inh	GC-B act	Tn6 DDE FP	NPR1 activator	ARFGAP1 inh	HGIII-sPLA2 inh
O=C(CSCc1ccccc1)Nc1ccc(F)c(F)c1	1.8	5	4	0.0	3	5	-1	-2	6	7
C=CCN1C(=O)/C(=C/c2ccc(OCC(=O)O)cc2)S/C1=N/c1nccs1	3.5	2	56*	0.1	-16	2	4	0	2	-11
COCc1nnc(NC(=O)C2CC(=O)N(C3CCCCC3)C2)s1 (stereo not given)	-1.2	-2	-5	-0.1	5	4	1	2	-9	6
COC(=O)C(C#N)C(=C1C(=O)CC(C)(C)CC1=O)c1ccc(O)cc1 (stereo not given)	-2.1	3	1	0.2	9	5	-6	-1	-2	0
CCOc1ccc(Oc2ccccc2NS(=O)(=O)c2ccc(CCC(=O)O)cc2)cc1	-1.4	-12	29	-0.3	10	-1	-3	-2	9	1

# Assay outcomes: PubChem BioAssay, several laboratories
